SKN-1 inh: C. elegans SKN-1 inhibition | C. elegans VP596 Pgst-4::GFP/RFP ratio, acrylamide-induced, 24 h | AID 624304 | inhibition, % at 21.8 µM | hit rate 0.49% among 360,000;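 active = interference check ratio from 0.5 to 1.5 plus GFP to RFP signal ratio inhibition reaching or exceeding a fixed threshold, cut at about 30% in these data, passing the limit was not always enough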; also: some compounds called inactive have numbers as strong as hits
Neddylation inh: blocks human cullin neddylation | P61081+Q13564 | TR-FRET cullin neddylation, biochemical | calls only at 25 µM | hit rate 0.58% among 360,000 | AID 651699; in the data active = inhibition above about 36%
MLLE-PAM2 inh: blocks PAM2 peptide binding to the PABP1 MLLE domain. P11940. GST-MLLE / FITC-PAM2 fluorescence polarization. inhibition, % at 20 µM. hit rate 0.36% among 360,000; in the data active = inhibition above about 35%, passing the limit was not always enough;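 also: plate controls were DMSO wells with GST-MLLE for no effect and wells lacking GST-MLLE protein for full effect; some results filed as inactive read as strong as hits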
E coli Lon inh: inhibitors of E. coli Lon protease. purified E. coli Lon protease, fluorescence polarization. AID 602123. inhibition, % at 7.94 µM. hit rate 0.42% among 360,000. P0A9M0; in the data active = inhibition above about 13%, passing the limit was not always enough;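 also: 0% = enzyme with probe and DMSO and 100% = no enzyme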
CendR NRP1 mod: modulators of CendR peptide binding to human neuropilin-1; FAM-RPARPAR peptide binding to NRP-1, fluorescence polarization; AID 602438; O14786; inhibition, % at 25 µM; hit rate 0.85% among 360,000;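 active = inhibition or corrected inhibition above about 18%, plus a signal ratio from 0.5 to 1.5, limit read from the data, passing the limit was not always enough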; also: strong numbers were not always called active
Target sequence (O14786 whole entry, looked up): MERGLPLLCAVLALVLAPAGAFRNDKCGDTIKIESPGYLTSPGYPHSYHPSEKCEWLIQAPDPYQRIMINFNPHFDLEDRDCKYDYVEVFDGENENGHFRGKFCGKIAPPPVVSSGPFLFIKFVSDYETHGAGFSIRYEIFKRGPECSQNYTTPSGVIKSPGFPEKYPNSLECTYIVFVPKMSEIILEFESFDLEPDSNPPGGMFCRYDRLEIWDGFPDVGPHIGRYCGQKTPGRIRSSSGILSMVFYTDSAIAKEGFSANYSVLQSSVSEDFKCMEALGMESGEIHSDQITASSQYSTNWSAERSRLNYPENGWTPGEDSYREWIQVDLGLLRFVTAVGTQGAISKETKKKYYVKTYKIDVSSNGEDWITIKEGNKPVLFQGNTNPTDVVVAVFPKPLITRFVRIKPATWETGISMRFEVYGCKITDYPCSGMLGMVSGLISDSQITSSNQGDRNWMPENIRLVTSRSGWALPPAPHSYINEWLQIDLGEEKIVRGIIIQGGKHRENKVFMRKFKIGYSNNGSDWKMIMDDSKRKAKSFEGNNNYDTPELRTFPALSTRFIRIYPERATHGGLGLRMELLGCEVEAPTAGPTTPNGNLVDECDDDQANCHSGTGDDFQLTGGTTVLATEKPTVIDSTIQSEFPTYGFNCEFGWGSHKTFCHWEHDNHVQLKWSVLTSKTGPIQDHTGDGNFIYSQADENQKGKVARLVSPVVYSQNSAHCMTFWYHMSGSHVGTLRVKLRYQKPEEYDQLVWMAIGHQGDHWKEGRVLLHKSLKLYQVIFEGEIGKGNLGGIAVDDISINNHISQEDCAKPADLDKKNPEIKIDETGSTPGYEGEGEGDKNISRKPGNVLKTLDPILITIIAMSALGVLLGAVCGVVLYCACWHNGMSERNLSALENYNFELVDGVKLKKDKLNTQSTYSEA
FAS TE block: blocks the thioesterase domain of human fatty acid synthase; P49327; recombinant FAS-TE, OMFH fluorogenic substrate, fluorescence endpoint; inhibition, % at 15 µM; hit rate 0.67% among 360,000;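 active = compounds whose normalised, plate-corrected inhibition of enzyme fluorescence in the single-dose primary screen is 50% or more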;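 also: 0% = DMSO with enzyme and 100% = substrate without enzyme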
Rin1 Abl inh: human Rin1-Abl interaction inhibition. P00519+Q13671. TR-FRET Rin1/Abl binding, biochemical. inhibition, % at 7.35 µM. hit rate 0.4% among 360,000; in the data active = inhibition above about 5%, passing the limit was not always enough
MT1-MMP act inh: inhibitors of human MT1-MMP activation; P50281; HT1080 RFP-PRO-GFP cells, GFP/RFP ratio fluorescence, overnight; percent of plate control window, DMSO zero; GFP/RFP ratio change, % at 20 µM; hit rate 0.061% among 360,000; AID 651647;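 active = GFP/RFP ratio change of at least 30% with cell ATP level not reduced by more than half and red fluorescence within 50% of control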; also: strong numbers were not always called active
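Assay system: HT1080 RFP-PRO-GFP cells. Benchmarks: DMSO vehicle wells and RFP-L50D-GFP reporter cell wells. Times: overnight cell settling, then overnight compound exposure, 37 °C, 5% CO2. Compound: 20 µM single dose, 1% DMSO. Read-out basis: GFP/RFP fluorescence ratio.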
MsrA act: activators of bovine methionine sulfoxide reductase A; purified bovine MsrA, absorbance read-out; activation, % at 10.6 µM; hit rate 0.3% among 360,000; AID 602163; in the data active = activation above about 7.5%;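 also: 0% = vehicle and 100% = reference activator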
* = called active by the depositor; i = inactive; · = no result given. Not a hit list; 4% or so of the library scored in one or more.

Start of the data: the first five compounds, ahead of the listing:
Values run as follows: Rin1 Abl inh, MLLE-PAM2 inh, MT1-MMP act inh, Neddylation inh, E coli Lon inh, SKN-1 inh, MsrA act, CendR NRP1 mod, FAS TE block
> CC(C)(C)[C@@H]1COC(=O)[C@H](Cc2ccc(F)cc2)C/C=C\C[C@@H](CC(=O)NCCO)C(=O)N1
  -5, -4, 6, i, -2, 0, -3, 1, -12
> O=C(/C=C/c1ccccc1)NCCc1nc2ccccc2[nH]1
  -1, -13, -3, i, -1, 8, -1, 1, -3
> O=C(CN1CCN(S(=O)(=O)c2ccccc2)CC1)Nc1ccc(Cl)c([N+](=O)[O-])c1
  3, -7, 0, i, -3, 8, -2, -3, 78*
> COc1ccc(C)cc1NC(=O)COC(=O)c1ccc([N+](=O)[O-])o1
  0, 4, 0, i, 2, 2, 0, -6, -2
> Cc1ccc(N2N=C(c3ccc(Br)cc3)CCC2=O)cc1
  -1, 7, 6, i, -4, 4, -1, -18, 13

The listing, repeating the preview:
Values run as follows: Rin1 Abl inh, MLLE-PAM2 inh, MT1-MMP act inh, Neddylation inh, E coli Lon inh, SKN-1 inh, MsrA act, CendR NRP1 mod, FAS TE block
> CC(C)(C)[C@@H]1COC(=O)[C@H](Cc2ccc(F)cc2)C/C=C\C[C@@H](CC(=O)NCCO)C(=O)N1
  -5, -4, 6, i, -2, 0, -3, 1, -12
> O=C(/C=C/c1ccccc1)NCCc1nc2ccccc2[nH]1
  -1, -13, -3, i, -1, 8, -1, 1, -3
> O=C(CN1CCN(S(=O)(=O)c2ccccc2)CC1)Nc1ccc(Cl)c([N+](=O)[O-])c1
  3, -7, 0, i, -3, 8, -2, -3, 78*
> COc1ccc(C)cc1NC(=O)COC(=O)c1ccc([N+](=O)[O-])o1
  0, 4, 0, i, 2, 2, 0, -6, -2
> Cc1ccc(N2N=C(c3ccc(Br)cc3)CCC2=O)cc1
  -1, 7, 6, i, -4, 4, -1, -18, 13
> Cc1cc(=O)n2nc(N3CCC(C(=O)NCc4ccc(F)cc4)CC3)sc2n1
  0, -7, 0, i, 8, 18, -2, 1, -4
> CCn1c(=O)n(CC)c2cc(N3CCCC3)c(NC(=O)c3c(F)cccc3F)cc21
  2, 3, 5, i, 0, 9, -8, 4, -2
> C=CCC[C@@H](Cc1ccc(F)cc1)C(=O)OC[C@@H](Cc1ccccc1)NC(=O)[C@H](CC=C)CC(=O)NCCO
  -4, 1, -6, i, -7, -8, -7, -6, 14
> O=C(CCn1cccc1)NCCc1ccc(Cl)cc1
  1, -13, 2, i, 2, 14, 0, 17, -2
> CCC(C)NC(=O)N[C@@H](CCSC)C(=O)OC (some centres not stated)
  2, -7, 2, i, -4, -19, -4, 5, -8
> COc1cccc(C(=O)c2c(C)c(CCC#N)n3ccccc23)c1
  2, -18, -2, i, -2, -5, 3, -10, 1
> COCCCN1C(=O)C(=O)/C(=C(/O)c2ccc(S(=O)(=O)N3CCOCC3)cc2)C1c1ccc(Cl)cc1 (configuration not stated)
  3, -1, -1, i, 1, 10, -5, -5, -4
> Cc1cc(C)c(OCC(=O)N(C)CC(=O)Nc2ccc(N3CCOCC3)cc2)c(C)c1
  -4, -4, 2, i, 0, -14, 0, 4, -4
> COc1ccc2nc(NC(=O)CSc3nnc(-c4ccoc4C)n3C)sc2c1
  -3, -12, 4, i, 6, 5, -2, -3, 2
> COc1ccc(NC(=O)C2CCCN2C(=O)Nc2ccc(OC)cc2)cc1 (configuration not stated)
  1, 2, -1, i, -6, 0, 1, 1, -6
> CCN(CC(=O)Nc1c(F)cccc1F)C(=O)c1ccc(S(=O)(=O)NCc2ccco2)cc1
  -2, -8, 7, i, -2, 0, -3, 1, -4
> Cc1cccc(C(=O)Nc2nnc(SCC(=O)Nc3ccc4c(c3)oc3ccccc34)s2)c1
  -1, -136, -3, i, 4, -7, -2, -14, -5
> COc1ccc(OC)c(-c2csc(NC(=O)C3=NN(c4ccccc4)C(=O)CC3)n2)c1
  6, -2, -1, i, 4, -1, -2, 2, 28
> O=C(O)C(=Cc1cccc([N+](=O)[O-])c1)c1ccccc1
  0, 10, 4, i, -4, 13, -4, 0, -5
> c1ccc(Cn2nnnc2C(c2cccnc2)N2CCN(c3ccccc3)CC2)cc1 (configuration not stated)
  -1, 16, 3, i, -5, 16, -1, 9, 3
> NS(=O)(=O)c1ccc(CCNC(=O)c2ccc3c(=O)n4c(nc3c2)CCCCC4)cc1
  1, -17, 1, i, 0, 2, -3, -5, -5
> COc1ccc(/C=C/C(=O)Nc2nc(C)cc(C)n2)cc1OC
  -2, 7, 0, ·, -2, 14, -6, -2, -6
> CCc1ccccc1NC(=O)CC(NCc1ccccc1)C(=O)O (configuration not stated)
  0, -7, 1, i, -6, 3, -3, -8, -6
> O=C(CCS(=O)(=O)Cc1ccccc1)Nc1ccc2c(c1)OCCO2
  0, 0, 2, i, 3, 4, -1, -2, 1
> CCN(CC(=O)Nc1ccc(NC(C)=O)cc1)C(=O)c1cc(-c2ccccc2)nn1-c1ccccc1
  1, 6, 4, i, 0, 7, -2, 1, 1
> CN(C)CC(=O)Nc1cc(C(F)(F)F)ccc1Cl
  2, -3, 2, i, 9, 21, 1, 15, 3
> O=C(CCC1CCCC1)NC1CCCCC1
  -2, 5, 7, i, 15*, 2, 0, 11, -6
> Cc1nc(Cl)c(C(=O)Nc2cccc(F)c2)c(C)c1Cl
  -5, -1, -5, i, 0, -7, 1, 5, 2
> CCCC1(C(=O)OCC)NC(c2ccc(OC)cc2OC)C2C(=O)N(c3ccc4c(c3)OCCO4)C(=O)C21 (configuration not stated)
  0, -4, 1, i, 0, 1, -6, 7, -1
> O=C(Oc1cccc2cccnc12)c1ccc(N2C(=O)C3C4CCC(C4)C3C2=O)cc1 (configuration not stated)
  2, 0, 2, i, -6, -3, -10, -60, 3
> CC(C)(C)[C@H]1COC(=O)[C@@H](Cc2ccc(F)cc2)CC/C=C/C[C@@H](CC(=O)N[C@@H](CO)Cc2ccccc2)C(=O)N1
  0, 5, 8, i, -14, -5, -1, -6, -9
> O=C(NC1CCCCC1)C1Cc2ccccc2CN1S(=O)(=O)c1ccc(F)cc1 (configuration not stated)
  -3, 9, 0, i, -2, 25, -2, -6, 8
> COc1ccc2oc(-c3ccc(C)c(NC(=O)CSc4ccc(Cl)cc4)c3)nc2c1
  -5, 8, 3, ·, 11, 11, -2, 4, -1
> CCCc1c(C)nc(N2CCN(c3ccc(F)cc3)CC2)[nH]c1=O
  -2, -19, 2, i, -2, 8, 0, 4, -7
> O=c1cc(NC2CCCCC2)[nH]c(=O)[nH]1
  1, -8, -1, i, -4, 6, -2, 8, -4
> COc1ccc(CCNC(=O)CS(=O)(=O)c2cn(CC(=O)N(C(C)C)C(C)C)c3ccccc23)cc1OC
  2, -9, 1, i, 2, 6, -1, -3, -5
> CCC(c1nnnn1Cc1ccccc1)N1CCN(c2ccc(OC)cc2)CC1 (configuration not stated)
  1, -8, -1, i, 0, -2, -6, 7, 4
> CC(NC(=O)c1ccccc1)c1nnc(SCC(=O)NC2CCCC2)n1C (configuration not stated)
  3, 18, 4, i, 8, -13, -15, 0, -1
> CCOC(=O)c1sc2c(c1C)c(=O)c(C(=O)OCC)cn2CC
  -4, 4, 3, i, -10, 9, 1, 4, -5
> O=C(O)c1ccccc1NC(=O)C1C2C=CC(C2)C1C(=O)O (configuration not stated)
  1, -19, -1, i, -7, 0, -2, 2, -4

Fetched one by one from the entries so far:
Values run as follows: Rin1 Abl inh, MLLE-PAM2 inh, MT1-MMP act inh, Neddylation inh, E coli Lon inh, SKN-1 inh, MsrA act, CendR NRP1 mod, FAS TE block
> CC(NC(=O)c1ccccc1)c1nnc(SCC(=O)NC2CCCC2)n1C (configuration not stated)
  3, 18, 4, i, 8, -13, -15, 0, -1
> COc1ccc2oc(-c3ccc(C)c(NC(=O)CSc4ccc(Cl)cc4)c3)nc2c1
  -5, 8, 3, ·, 11, 11, -2, 4, -1

Carrying on.
Values run as follows: Rin1 Abl inh, MLLE-PAM2 inh, MT1-MMP act inh, Neddylation inh, E coli Lon inh, SKN-1 inh, MsrA act, CendR NRP1 mod, FAS TE block
> CC1CN(C(=O)C(C)Sc2nnnn2C)CC(C)O1 (configuration not stated)
  1, -1, 4, i, -2, -9, -6, -5, -2
> CS(=O)(=O)c1ccc(NS(=O)(=O)c2ccc(Cl)c(C(=O)NCc3ccco3)c2)cc1
  0, 14, -4, i, 1, -19, -9, 7, -8
> O=C(NC1CC1)c1ccc2nc([C@@H]3O[C@H](CO)[C@H](O)[C@H](O)[C@H]3O)[nH]c2c1
  -1, 4, 2, i, -10, 4, -10, -9, -4
> COc1cc2c(cc1OC)-c1cc(Nc3ccc(C)cc3)nc(=O)n1CC2
  2, 4, 3, i, 5, 23, -1, -6, 4
> CC1(C)OC(C(=O)NC2CCCCC2)C(C(=O)NC2CCCCC2)O1 (configuration not stated)
  0, -7, 0, i, -5, 5, -6, 4, -6
> Cc1c(OCC(=O)NCCCN2CCCC2=O)ccc2c3c(c(=O)oc12)CCCC3
  4, 7, 0, i, 0, 11, -10, 14, -3
> CCOc1ccc(NC(=O)N2CCC(n3nnc4ccccc43)CC2)cc1
  -2, 9, -2, i, 3, 11, -3, 10, -5
> CCC(C)(C)NC(=O)CN(Cc1cccs1)C(=O)CCC(=O)Nc1nccs1
  0, -6, -2, i, -10, 16, -2, -13, -3
> Cc1cc(C)c(NC(=O)CNC(=O)c2ccc3c(=O)n4c(nc3c2)CCC4)c(C)c1
  2, -14, -3, i, -8, 19, -1, 0, -7
> Cc1ccc2[nH]c(=O)c(CN(CCc3ccccc3)C(=O)N3CCOCC3)cc2c1
  2, 0, 0, i, 9, -32, -8, 4, -7
> N#Cc1cccc(NC(=O)CN2C(=O)NC(Cc3ccccc3)C2=O)c1 (configuration not stated)
  0, -4, -9, i, -9, 8, -2, 2, 2
> Clc1ccc(CSc2nnc(-c3ccc4c(c3)OCO4)o2)cc1
  -1, -5, 1, i, -4, 11, -4, 2, 17

Compound activity as filed in PubChem.
